Screening data (PubChem)
SNCA expr inh: inhibitors of alpha-synuclein (SNCA) gene expression; Potency, µM (doses to about 57.2 µM), without a hit: top-dose activity change, negative = inhibition, usual class: inhibitors; HEK-293 SNCA-luciferase knock-in, luminescence, 24 h; hit rate 0.17% among 140,000;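 further: potency means the concentration at half of the fitted maximal effect; plate controls were DMSO cells for no effect and cell-free wells for full effect; nearly all actives have a fitted effect of over 45% in size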
GPT2 inh: inhibitors of human GPT2 alanine aminotransferase. Q8TD30. Recombinant GPT2, coupled pyruvate oxidase/HRP Amplex Red fluorescence. Potency, µM (highest dose often 57.7 µM), without a hit: top-dose activity change, negative = inhibition, usual class: inhibitors. hit rate 0.25% among 100,000. AID 1671188; further: potency means the concentration at half of the fitted maximal effect; nearly all actives have a fitted effect of over 60% in size; many of its hits are not listed in these tables
Target sequence (Q8TD30 whole entry, looked up): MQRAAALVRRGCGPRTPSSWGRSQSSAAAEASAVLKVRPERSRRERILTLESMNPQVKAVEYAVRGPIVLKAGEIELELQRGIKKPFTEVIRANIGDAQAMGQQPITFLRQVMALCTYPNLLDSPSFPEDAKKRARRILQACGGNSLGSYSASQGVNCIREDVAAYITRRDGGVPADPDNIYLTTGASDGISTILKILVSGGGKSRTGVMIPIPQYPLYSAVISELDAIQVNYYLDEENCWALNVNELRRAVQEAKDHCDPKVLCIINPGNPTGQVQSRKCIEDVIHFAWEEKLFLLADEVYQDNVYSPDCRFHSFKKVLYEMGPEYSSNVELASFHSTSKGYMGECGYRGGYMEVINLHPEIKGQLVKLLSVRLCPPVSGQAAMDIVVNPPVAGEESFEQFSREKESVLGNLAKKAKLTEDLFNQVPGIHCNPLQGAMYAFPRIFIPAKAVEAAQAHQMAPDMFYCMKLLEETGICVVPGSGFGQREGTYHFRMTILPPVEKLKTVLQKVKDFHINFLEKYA
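Fluorescence read-out: pyruvate from GPT2 turnover coupled to pyruvate oxidase, HRP and Amplex Red (0.2mM ThPP, 0.2U/mL PO and HRP, 50uM Amplex final). Substrates 250uM a-KG, 2mM L-alanine; enzyme 10ng/uL; 30 min RT.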
HEK293 viab: counter-screen for SNCA expression inhibitors: cell viability | HEK-293-SNCA-luc viability, GF-AFC fluorescence, 24 h | Potency, µM (series often up to 57.1 µM), for the others: at the highest dose activity change, negative = cytotoxicity, most hits filed as cytotoxic | hit rate 0.12% among 150,000;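 further: potency means the concentration at half of the fitted maximal effect; 0% = DMSO-treated cells and -100% = medium-only wells without cells; nearly all actives have a fitted effect of over 30% in size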
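Cytotoxicity counterscreen: after 24 h compound treatment of genome-edited SNCA-luciferase HEK-293 cells, live-cell protease substrate GF-AFC read by fluorescence after 30 min; activity scaled between DMSO (0%) and medium-only (-100%), curves Hill-fitted.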
FLuc inh: inhibitors of firefly (Photinus pyralis) luciferase; hit rate 2.5% among 76,000; AID 1347043; Potency, µM (top dose mostly 115 µM), for the others: at the highest dose activity change, negative = inhibition, hits mostly inhibitors; P08659; purified P. pyralis luciferase, luminescence, biochemical; further: potency means the concentration at half of the fitted maximal effect; nearly all actives have a fitted effect of over 65% in size
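Biochemical qHTS: compound (6-point titration) added to 10uM D-luciferin plus 10uM ATP in Tris acetate pH 7.5 buffer with Mg, Tween-20 and BSA, then purified enzyme at 10nM; light output imaged.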
HEK293 tox: cytotoxic compounds in HEK 293 cells; hit rate 6.6% among 94,000; AID 1345083; Potency, µM (top dose mostly 115 µM), inactives show at the highest dose activity change, negative = cytotoxicity, hits mostly inhibitors; HEK 293 viability, ATP luminescence (CellTiter-Glo), 48-72 h; further: potency means the concentration at half of the fitted maximal effect; nearly all actives have a fitted effect of over 60% in size
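250 HEK 293 cells/well; compound by pintool; incubated 48 or 72 hr at 37 degree Celsius; CellTiter-Glo added, 10 min RT, luminescence imaged.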
NIH3T3 tox: NIH 3T3 cell cytotoxicity | NIH 3T3 viability, CellTiter-Glo ATP luminescence, 48-72 h | Potency, µM (titrated, usually from 96.7 µM), for the others: at the top dose activity change, negative = cytotoxicity, most hits filed as inhibitors | hit rate 4.3% among 94,000; further: potency means the concentration at half of the fitted maximal effect; nearly all actives have a fitted effect of over 55% in size
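Cytotoxicity was measured by CellTiter-Glo ATP luminescence after 48 or 72 h compound exposure at 37 °C. Mouse NIH 3T3 fibroblasts were seeded at 400 cells/well and dosed by 23 nL pin transfer.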
IP6K1 inh: blocks human inositol hexakisphosphate kinase 1 | Q92551 | activity change, % (series mostly up to about 58 µM) | hit rate 0.81% among 140,000 | IP6K1 kinase, ADP-Glo luminescence, 2 h; stronger effect = lower value; in the data active means activity change below about -25%
Target sequence (Q92551 whole entry, looked up): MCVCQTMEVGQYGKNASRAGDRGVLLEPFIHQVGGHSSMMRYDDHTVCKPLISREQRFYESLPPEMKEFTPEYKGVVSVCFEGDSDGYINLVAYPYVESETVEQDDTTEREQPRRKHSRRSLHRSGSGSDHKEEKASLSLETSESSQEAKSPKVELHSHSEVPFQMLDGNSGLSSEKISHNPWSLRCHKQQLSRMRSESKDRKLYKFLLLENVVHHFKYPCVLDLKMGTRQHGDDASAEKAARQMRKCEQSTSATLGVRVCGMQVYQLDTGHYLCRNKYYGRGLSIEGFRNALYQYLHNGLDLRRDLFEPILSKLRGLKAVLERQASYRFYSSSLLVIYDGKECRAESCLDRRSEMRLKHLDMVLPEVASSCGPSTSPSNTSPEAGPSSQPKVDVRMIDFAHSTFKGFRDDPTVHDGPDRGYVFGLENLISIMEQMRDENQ
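ADP-Glo luminescence measures ADP made by human IP6K1 during a 2 h RT reaction with ATP/IP6 (mix at 1.3 mM/130 uM); top library doses 57.5 and 19.1 uM final.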
Active calls of the source: *; i = inactive; ? = inconclusive; / = no result given; [ ] = another dose, or the depositor's remark. Unless noted, the call rests on the fitted dose curve; in most records, active means well fitted curve in the direction sought with a large enough effect; inconclusive means small, poorly fitted or top-dose-only effect, or another doubt; inactive means no such curve, though single readings can be large; an effect the other way counts as inactive or inconclusive. Unless noted, on the % scale 0 is the no-effect control and ±100 the full control effect. Rows were taken by chance. About 7.7% of those tested had a hit in this group.

Screens in order – SNCA expr inh	GPT2 inh	HEK293 viab	FLuc inh	HEK293 tox	NIH3T3 tox	IP6K1 inh
Cc1ccc(-c2cc(C(F)(F)F)n3nc(-c4cccc(Br)c4)cc3n2)cc1
  -23%	/	0%	/	/	/	-23
O=C(NC1CCCCCC1)C1CC(=O)N(c2n[nH]c3cccc(F)c23)C1 (centres undefined)
  -20%	-9%	7%	-1%	3%	2%	-6
CCCN(CC1CCOC1)S(=O)(=O)c1ccc(Cl)c(C)c1 (centres undefined)
  -22%	-4%	-6%	-2%	-13%	-14%	5
Cc1ccc(Cl)cc1NC(=O)Cn1c(=O)n(C(C)C)c(=O)c2oc3ccccc3c21
  23%	/	-2%	/	/	/	22
COCC1(CNC(=O)c2cc(C)on2)C[C@@H](O)[C@@H](O)C1 (some centres undefined)
  10%[87.6 µM]	-7%[88.5 µM]	-2%[87.6 µM]	0%[230 µM]	i	i	9
CS(=O)(=O)N1C[C@@H](COc2ccccc2)[C@H](C(N)=O)C1
  14%	4%	17%	1%	i	i	2
COCCNC(=O)c1cc(NC(=O)C(C)C)cc2nc(C)ccc12
  -12%	-10%	8%	-12%	1%	i	28
COc1cc(OC)cc(OC)c1
  -30%[25.6 µM]	-10%	-35%[23.9 µM]	/	/	/	-8
COC(=O)c1c(Cl)c(Cl)c(C(=O)OC)c(Cl)c1Cl
  -24%	?	-16%	/	/	/	32
O=C(NCCSc1c(-c2ccc(F)cc2)[nH]c2ccccc12)c1ccc(S(=O)(=O)N2CCOCC2)cc1
  -5%	/	?	/	/	/	3
CNC(=O)c1cc[nH]c1C1CCCN(Cc2ccsc2)C1 (centres undefined)
  19%	i	1%[12.5 µM]	1%	-12%	-10%	5
COCC(=O)N1CC[C@H]2COC(=O)N2c2cc(C)ccc2C1
  -9%[87.6 µM]	i	-3%[87.6 µM]	-1%[172 µM]	-21%[172 µM]	-9%[138 µM]	3
O[C@@H]1C[C@@H](c2nc(-c3ccc4c(c3)OCO4)no2)N(Cc2ccccn2)C1
  249%[activator][87.6 µM]	-18%[88.5 µM]	-8%[87.6 µM]	45µM*	?	-17%[174 µM]	22
CCC(C)NC(=O)c1sc2nc(C)c(C(=O)Nc3ccc(C)cc3C)c(-c3ccccc3Cl)c2c1N (centres undefined)
  -29%	/	?	/	/	/	10
COc1ccc(C2=NS(=O)(=O)N(C)C(C(=O)NC(C)c3ccccc3)=C2)cc1 (centres undefined)
  -13%	/	-4%	/	/	/	-2
COc1ccc(CC(=O)NC2CCN(c3ccc4nnc(-c5ccccc5)n4n3)C2)cc1 (centres undefined)
  /	/	/	/	?	?	0
O=C(Nc1ccc2nc(SCCOc3ccccc3)sc2c1)c1ccc2c(c1)OCO2
  4%	/	10%	/	/	/	5
COc1ccc(N2CCN(C(=O)c3ccc4c(c3)N(C)C3CCCCN3C4=O)CC2)cc1 (centres undefined)
  -14%	?	-6%[12.5 µM]	-9%	?	1%	-1
CC(=O)N1CCc2cc(S(=O)(=O)NC(C(=O)Nc3ccc(C)cc3C)C(C)C)ccc21 (centres undefined)
  16%	/	18%	/	/	/	11
CCCN1CCCCC12Cc1ccccc1CN(C(C)=O)C2 (centres undefined)
  -11%	i	-15%	/	-3%	-28%	-4
CCN(Cc1nc(C)no1)C(=O)c1cc(COc2ccccc2F)[nH]n1
  -18%	-6%	1%	-6%	i	-2%	-10
Cc1cc(N2C[C@@H](C)[C@@](C)(O)C2)nc(N2CCCCC2)n1
  0%	-5%	7%	-3%	-20%	-17%	-1
Cc1ccc(C2CCN(C(=O)c3cnn(-c4ccc(C)c(C)c4)c3C3CCN(C(=O)OC(C)(C)C)CC3)C2)cc1 (centres undefined)
  -9%	/	7%	/	/	/	0
COc1ccccc1CNc1ncnc2c1nc1n2CCCC1
  30%	/	-21%	/	/	/	-9
O=C(c1ccccn1)N1CCC(Cc2nc(-c3ccccc3)n[nH]2)C1 (centres undefined)
  ?	-7%	16%	-1%	15%	i	-2
CC=C(C(=CC)c1ccc(O)cc1)c1ccc(O)cc1
  -21%	i	5%	/	/	/	/
CCCCNC(=O)C1CCC(Cn2c(=O)c3sccc3n(CC(=O)Nc3ccccc3)c2=O)CC1 (centres undefined)
  2%	/	-4%	/	/	/	-9
Cc1cc(OCCn2c(CCNC(=O)C3CCCCC3)nc3ccccc32)ccc1Cl
  12%	/	15%	/	/	/	-3
Cc1ccc(NC(=O)CC(C)S(=O)(=O)c2ccc3c(c2)NC(=O)CO3)c(C)c1 (centres undefined)
  -7%	/	-9%	/	/	/	26
Cc1ccc([S+](=O)([O-])N2CCN(c3ccc4nnc(C)n4n3)CC2)cc1
  /	/	/	/	?	?	6
CCOC(=O)C1CCCN(C(=O)C2COC3(CCCCC3)N2C(=O)c2cccc(Cl)c2)C1 (centres undefined)
  33%[activator]	i	-27%	3%	-10%	-15%	-16
Cc1nn(CCCC(=O)Nc2cc(C(F)(F)F)ccc2Cl)c(=O)c2c1sc1ccccc12
  27%	/	10%	/	/	/	25
Cn1ncc2c(C(=O)Nc3cccc(C(F)(F)F)c3)cc(-c3ccc(F)cc3)nc21
  /	/	/	/	?	?	-8
CC(C)N1C[C@@H]2C[C@H]1C(=O)N(CC1CC1)c1ccccc1O2
  13%[87.6 µM]	3%[88.5 µM]	0%[87.6 µM]	14%[172 µM]	-22%[172 µM]	-10%[138 µM]	7
O=c1n(CCN2CCCC(N[S+](=O)([O-])c3ccccc3)C2)nc2n1CCCC2 (centres undefined)
  /	/	/	/	i	-13%	23
CCCCN(CCN(CCCC)C(=O)N1CCOCC1)C(=O)N1CCOCC1
  53%[25.6 µM]	-24%	-16%[23.9 µM]	/	/	/	38
CC1(C)CC23[C@@H]4CC(=O)[C@@H]2COC(=O)[C@@H]3CC[C@H]41
  /	-1%	-22%	/	/	/	-8
O=C(Nc1cc(Cl)ccc1Cl)c1ccc2c(c1)N(Cc1cccc(Cl)c1)C(=O)c1ccccc1S2=O (centres undefined)
  18%	/	18%	/	/	/	20
CCCCSCCCNC(=O)CN1C(=O)c2cccnc2Oc2ccc(Cl)cc21
  0%	/	4%	/	/	/	-1
O=C(c1ccc(Cl)nc1)N1CCC(C(=O)N2CCC(N3Cc4cccn4C3=O)CC2)CC1
  -4%	i	-1%	/	i	-7%	-1
COc1cccc(NC(=O)CSc2cc(C)c3ccccc3n2)c1
  42%[activator]	/	3%	/	/	/	7
O=C(c1ccoc1)N1CCC(Cc2nc(C3CC3)n[nH]2)C1 (centres undefined)
  -27%	i	6%	10%	2%	-8%	-13
O=C(Cc1cccn1-c1ccc(F)cc1)N1CCCCC1
  17%	i	-7%	6%	?	-9%	14
CCn1cc(S(=O)(=O)c2cccc(C)c2)c(=O)c2cc(F)c(N3CCCCC3C)cc21 (centres undefined)
  -18%	/	-1%	/	/	/	-6
CCC1CN(C(=O)N2CCC(C(=O)NCCc3ccc(Cl)cc3)CC2)c2ccccc2O1 (centres undefined)
  -1%	/	-6%	/	/	/	16
O=c1cc(N2CCOCC2)cnn1Cc1cc(C(F)(F)F)ccc1F
  19%	i	0%	8%	-3%	-4%	32
CCCC(=O)N1Cc2ccccc2CC2(CCN(Cc3cccnc3)C2)C1 (centres undefined)
  7%	i	-2%	/	-22%	-21%	-3
COc1cccc([S+](=O)([O-])N2CC(N(C)c3ccccc3C)C2)c1
  -5%	?	7%	/	?	?	-7
COc1ccc(C(=O)Nc2ccc3c(c2)CN(Cc2cccc(OC)c2OC)C(=O)CO3)cc1
  21%	-20%	-25%	-27%	?	?	-1
Nc1nc(C2CC(O)C2)cc(N2CCC(Cc3ccc(F)cc3)CC2)n1 (centres undefined)
  -28%	-1%	-19%	1%	?	16µM*	2
CN(Cc1ccc(-c2ccccc2)cc1)[S+](=O)([O-])c1cccc(C(F)(F)F)c1
  9%	i	18%	-3%	0%	-9%	-2
CC(C)CN1CCC(O)(c2csc(CN3CCOCC3)n2)CC1
  8%[87.6 µM]	i	5%[87.6 µM]	1%[172 µM]	2%[172 µM]	i	6
Cc1ccccc1OCC(=O)Nc1ccc2[nH]c(=O)sc2c1
  ?	/	?	/	/	/	8
CN1C(=O)[C@H]2CN(Cc3cc(F)c(F)cc3F)C[C@H]2C1=O
  -20%	i	-13%	-1%	-1%	i	-4
CC1(C)[C@H](Cc2cc(-c3ccc(F)cc3)on2)C[C@@H]1NC1CCC1
  26%[87.6 µM]	2%[88.5 µM]	-18%[87.6 µM]	3%[172 µM]	40µM*	35µM*	-12
CN(C)C1CCN(c2ccc(C(=O)N3CCC(N4CCOCC4)CC3)cn2)C1 (centres undefined)
  16%	i	1%	-6%	i	i	-6
O=C(c1ccc(F)cc1)C1CCN(CCn2c(=S)[nH]c3ccccc3c2=O)CC1
  -35%[25.6 µM]	i	55%[23.9 µM]	/	/	/	4
COc1ccc(-c2cc(N3CCCN(C(=O)c4ccc5[nH]ccc5c4)CC3)n[nH]2)cc1
  ?	?	-16%	?	?	?	5
CS(=O)(=O)N1CCC2(CC1)CN(c1cccc(F)c1)C2c1ccccc1 (centres undefined)
  -29%	-26%	1%	/	13µM*	?	1
COc1ccc(Nc2ccnc(N3CCN(C(=O)c4ccccc4OC)CC3)n2)cc1
  8%	i	-25%	/	?	?	-12
O=c1[nH]c(=O)n(C2CCCCC2)c(O)c1C1=Nc2ccccc2SC(c2ccccc2)C1 (centres undefined)
  96%[activator]	/	6%	/	/	/	-10

Single records, from the list above.
`CS(=O)(=O)N1C[C@@H](COc2ccccc2)[C@H](C(N)=O)C1` in the list: SNCA expr inh = 14%; GPT2 inh = 4%; HEK293 viab = 17%; FLuc inh = 1%; HEK293 tox = i; NIH3T3 tox = i; IP6K1 inh = 2
`COCC(=O)N1CC[C@H]2COC(=O)N2c2cc(C)ccc2C1` in the list: SNCA expr inh = -9%[87.6 µM]; GPT2 inh = i; HEK293 viab = -3%[87.6 µM]; FLuc inh = -1%[172 µM]; HEK293 tox = -21%[172 µM]; NIH3T3 tox = -9%[138 µM]; IP6K1 inh = 3
